Bioassay records deposited in PubChem BioAssay by several laboratories.
MCL1 BIM primary = inhibitors of MCL1 binding to BIM-BH3, primary screen, biochemical, fluorescence polarization. Induced myeloid leukemia cell differentiation protein Mcl-1 (Homo sapiens), Q07820. GST-MCL1 / FITC-Bim-BH3 fluorescence polarization. inhibition, % at 10.9 µM. 320,000 compounds, 0.68% hits. AID 2057, 2009;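 active means inhibition above the mean inhibition of all tested compounds plus 3 SD, set per campaign, cut at about 40% in these data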;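 further: 0% = DMSO wells and 100% = unlabeled Bim-BH3 peptide control; higher means more loss of mP so more displacement of Bim peptide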
Target sequence (Q07820 whole entry, looked up): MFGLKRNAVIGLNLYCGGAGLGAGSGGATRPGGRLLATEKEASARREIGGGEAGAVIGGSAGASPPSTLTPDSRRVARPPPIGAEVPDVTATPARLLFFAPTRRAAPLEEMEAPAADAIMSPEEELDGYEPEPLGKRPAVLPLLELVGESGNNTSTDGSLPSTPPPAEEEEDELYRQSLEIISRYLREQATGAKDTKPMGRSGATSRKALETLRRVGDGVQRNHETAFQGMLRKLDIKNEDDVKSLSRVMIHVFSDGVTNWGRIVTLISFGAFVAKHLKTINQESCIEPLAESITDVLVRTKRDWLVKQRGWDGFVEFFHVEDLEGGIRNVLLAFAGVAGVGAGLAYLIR
GLD-1 RNA inh = GLD-1/TGE RNA complex disruptors, primary screen, biochemical, fluorescence polarization. Female germline-specific tumor suppressor gld-1 (Caenorhabditis elegans), Q17339. purified GLD-1 + fluorescein TGE RNA. inhibition, % at 5.96 µM. 320,000 compounds, 0.44% hits. AID 2280, 2010;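 active means percent inhibition above a per-plate cutoff, the plate mean of test compounds plus 3 SD, cut at about 30% in these data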;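 further: 0% = DMSO wells with GLD-1 and probe and 100% = wells lacking GLD-1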
Target sequence (Q17339 whole entry, looked up): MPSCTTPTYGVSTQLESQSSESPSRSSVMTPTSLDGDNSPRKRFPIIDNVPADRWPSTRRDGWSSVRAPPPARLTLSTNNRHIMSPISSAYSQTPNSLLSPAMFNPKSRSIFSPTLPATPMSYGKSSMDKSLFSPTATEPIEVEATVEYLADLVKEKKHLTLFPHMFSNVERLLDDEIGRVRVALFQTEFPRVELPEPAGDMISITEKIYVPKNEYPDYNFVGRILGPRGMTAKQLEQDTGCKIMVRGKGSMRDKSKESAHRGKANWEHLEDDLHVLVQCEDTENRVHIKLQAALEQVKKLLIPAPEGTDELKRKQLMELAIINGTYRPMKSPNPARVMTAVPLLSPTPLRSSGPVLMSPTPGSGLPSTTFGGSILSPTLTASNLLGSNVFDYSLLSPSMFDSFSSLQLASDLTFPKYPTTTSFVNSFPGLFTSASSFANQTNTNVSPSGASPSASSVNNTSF
Efflux pump mplx = inhibitors of Candida efflux pumps in yeast, primary screen, S. cerevisiae, Nile Red, multiplex. S. cerevisiae Candida pump triplex. inhibition, % at 10 µM. 330,000 compounds, 0.44% hits. AID 485275, 2010;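 active means plate passing quality check with inhibition over a set limit, or well fluorescence over plate mean plus 4 SD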;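 further: Nile Red retained in pooled yeast measured as flow cytometry median fluorescence; 0% = buffer negative control and 100% = Enniatin B positive control; higher means more Nile Red kept so more efflux inhibition; some compounds called inactive have numbers as strong as hits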
EBNA-1 inhibitor = EBNA-1 DNA-binding inhibitors, primary screen, biochemical, fluorescence polarization. inhibition, % at 14.8 µM. 300,000 compounds, 0.34% hits; in the data active means inhibition above about 28%
ZTA counter = blocks Epstein-Barr virus ZTA, an EBNA-1 counter-screen; ZTA-DNA binding, fluorescence polarization; inhibition, % at 11 µM; 320,000 compounds, 0.15% hits; AID 2234; in the data active means inhibition above about 33%
BCLXL inh = inhibitors of human Bcl-xL, primary screen, biochemical, fluorescence polarization, HTS. inhibition, % at 10.9 µM. 320,000 compounds, 0.7% hits. GST-Bcl-xL / FITC-Bim BH3 peptide fluorescence polarization. AID 2129, 2009. Bcl-2-like protein 1 (Homo sapiens), Q07817;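 active means inhibition above the mean of all tested compounds plus 3 SD, cutoff set per campaign, cut at about 30% in these data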;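 further: 0% = DMSO wells and 100% = unlabeled Bim-BH3 peptide competitor; inhibitors lower millipolarization by displacing the labeled peptide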
Target sequence (Q07817 whole entry, looked up): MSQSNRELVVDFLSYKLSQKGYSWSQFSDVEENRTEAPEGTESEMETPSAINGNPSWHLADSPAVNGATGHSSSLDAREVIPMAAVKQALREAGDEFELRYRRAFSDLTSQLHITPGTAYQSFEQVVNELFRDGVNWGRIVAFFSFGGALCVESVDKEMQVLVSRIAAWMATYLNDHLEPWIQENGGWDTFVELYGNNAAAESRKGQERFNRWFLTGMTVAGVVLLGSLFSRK
CR mimetic SO = reduction of superoxide in aged yeast, primary screen, HTS; S. cerevisiae aged cells, superoxide DHE fluorescence; stronger effect = lower value; superoxide response (% of plate mean), % at 10 µM; 330,000 compounds, 0.18% hits;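 active means superoxide response under a set limit, about three screen SD below normal, cut at about 65% in these data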;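 further: yeast aged for seven days with compound at 30 °C before DHE staining; 100% = average MFI of all compound-treated wells on the plate with controls excluded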
MEX-5 binding = MEX-5 zinc finger RNA-binding disruptors – biochemical, C. elegans, fluorescence polarization, MLPCN library, primary screen. Zinc finger protein mex-5 (Caenorhabditis elegans), Q9XUB2. MEX-5/FITC-TCR2 RNA binding; stronger effect = lower value. activity score (negative = inhibition of binding), % at 10 µM. 300,000 compounds, 0.38% hits. AID 1832, 2009;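 active means inhibition past about -25% in most replicates, and total fluorescence under double the plate's negative control median, limit read from the data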;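 further: 0% = DMSO and -100% = 5 µM competing unlabeled TCR2 RNA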
Fam108B counter = mouse Fam108B serine hydrolase inhibitors, primary screen, counter-screen for RBBP9 inhibitor project, biochemical, fluorescence polarization. recombinant Fam108B, FP-Rh probe fluorescence polarization. 300,000 compounds, 0.33% hits. AID 1947, 2009. inhibition, % at 9.51 µM;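 active means inhibition above the screen mean inhibition plus 3 SD, computed separately per campaign, cut at about 18% in these data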;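 further: inhibitors lower polarization as less probe binds the enzyme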
Numbers without * were called inactive; / = not tested or not shown.

SMILES	MCL1 BIM primary	GLD-1 RNA inh	Efflux pump mplx	EBNA-1 inhibitor	ZTA counter	BCLXL inh	CR mimetic SO	MEX-5 binding	Fam108B counter
CCS(=O)(=O)Nc1ccc(C2=NN(C(C)=O)C(c3cccs3)C2)cc1 (stereo not given)	11	5	0.0	4	-3	8	97	-1.6	2
O=C(NCCS(=O)(=O)N1CCN(c2ccc(F)cc2)CC1)c1ccc2c(c1)OCO2	4	4	0.2	4	-11	8	103	1.3	-1
COc1ccc(Cl)cc1NC(=O)c1[nH]nc(OC)c1[N+](=O)[O-]	1	5	0.0	-7	-7	3	136	0.3	2
Cc1cccc(-n2c(C)cc(/C=N/NC(N)=S)c2C)c1	0	0	0.6	-3	0	-5	89	3.6	-3
CCCn1c(N)c(C(=O)CSc2nnc(N)s2)c(=O)[nH]c1=O	2	9	0.1	/	1	1	109	/	/
CN(c1ccc(C(=O)NC2CC3CCC2C3)cc1)S(C)(=O)=O (stereo not given)	5	8	0.0	2	-7	5	89	-2.4	-2
O=C(NCc1cccnc1)c1cccc(S(=O)(=O)NCc2ccccc2)c1	0	11	0.0	2	-2	4	99	-2.7	-1
COc1ccc(S(=O)(=O)NC(CC(=O)NCC2CCCO2)c2ccco2)cc1 (stereo not given)	2	2	0.4	0	16	0	91	-3.3	-1
O=S(=O)(c1ccccc1)c1nc(-c2ccco2)oc1NCCCN1CCOCC1	-8	-2	0.1	9	9	-2	99	-1.4	-1
Cc1ccc(-c2cc(C(F)F)n3ncc(C(=O)N4CCN(c5ccccn5)CC4)c3n2)cc1	1	9	1.0	-4	2	1	108	1.1	2
Cc1ccc(C2CC(c3ccco3)n3ncnc3N2)cc1 (stereo not given)	0	0	0.1	4	13	0	90	-1.1	2
CCC(=O)Nc1nc2ccccc2n1Cc1ccccc1C	8	-4	0.0	-9	-1	1	92	1.5	0
O=C(COC(=O)Cc1ccc(Cl)c(Cl)c1)NCc1ccco1	-1	6	-0.1	4	5	-5	97	-1.1	-1
CCN(CCO)c1ccc(-n2c(N)c(C(=O)OC)c3nc4ccccc4nc32)cc1	5	0	-0.1	5	7	5	99	-2.9	4
CS/C(=N\S(=O)(=O)c1cccs1)Nc1ccc(Br)cc1F	3	5	0.1	3	7	3	107	1.5	-2
O=C(N/N=C/c1ccc(OC(=O)c2ccco2)cc1)c1ccc[n+]([O-])c1	-2	1	0.0	5	9	-4	100	-0.1	-1
Cc1ccc(NC(=O)NNC(=O)c2cc3ccccc3cc2O)cc1C	-3	-14	0.0	-3	11	-3	103	-0.5	-5
O=C(CNCc1ccccc1Cl)Nc1ccc(C(=O)N2CCCCC2)cc1	5	-6	-0.2	-17	6	0	107	0.0	-3
COC(=O)C1=C(CSCc2ccco2)NC(=O)NC1c1cc(C)ccc1C (stereo not given)	8	1	0.2	-8	-2	4	104	1.1	6
O=C1NC2CCc3nc4ccccc4c(=O)n3C2=Nc2ccccc21 (stereo not given)	7	9	0.0	2	2	8	76	-3.4	2
Cc1cc(SCC(=O)N/N=C/c2ccco2)nc2ccccc12	8	8	0.1	-8	-4	1	91	-4.3	-5
COc1ccccc1NC(=O)CSc1nnc(-c2ccoc2C)n1CC1CCCO1 (stereo not given)	-2	7	0.0	7	0	0	102	0.4	-2
COc1ccc(-c2cc(=O)c3cc(C)ccc3[nH]2)cc1	11	4	-0.1	-10	2	8	89	-0.2	-1
CCOc1ccc(C/C(O)=C2\C(=O)CC(C)(C)CC2=NCC(=O)O)cc1OCC	-2	3	0.0	-9	-8	7	112	2.5	5
CN(C)S(=O)(=O)c1ccc(S(=O)(=O)NCCN2CCOCC2)cc1	4	11	-0.3	4	0	6	96	3.3	3
CCOc1ccc(Nc2nc3ccccc3n3nnnc23)cc1	11	10	0.1	6	2	15	87	-2.5	-1
COc1cccc(-c2nc(CS(=O)CC(=O)NC3CC3)c(C)o2)c1 (stereo not given)	8	-2	-0.1	5	6	3	80	1.7	-1
O=C(NCCc1ccccc1)c1cc(S(=O)(=O)N2CCOCC2)ccc1F	-13	-3	-0.1	10	4	-2	101	-1.4	-3
Cc1cc(C)cc(C(=O)n2cnnc2N)c1	-9	-5	0.0	7	-5	-1	81	-1.2	1
O=C(CSc1nnnn1C1CCCCC1)Nc1ccccc1F	-13	0	0.1	-5	9	-3	101	1.7	-3

Filtered by structure, the compounds so far with an aryl methoxy group
SMILES	MCL1 BIM primary	GLD-1 RNA inh	Efflux pump mplx	EBNA-1 inhibitor	ZTA counter	BCLXL inh	CR mimetic SO	MEX-5 binding	Fam108B counter
COc1ccc(Cl)cc1NC(=O)c1[nH]nc(OC)c1[N+](=O)[O-]	1	5	0.0	-7	-7	3	136	0.3	2
COc1ccc(S(=O)(=O)NC(CC(=O)NCC2CCCO2)c2ccco2)cc1 (stereo not given)	2	2	0.4	0	16	0	91	-3.3	-1
COc1ccccc1NC(=O)CSc1nnc(-c2ccoc2C)n1CC1CCCO1 (stereo not given)	-2	7	0.0	7	0	0	102	0.4	-2
COc1ccc(-c2cc(=O)c3cc(C)ccc3[nH]2)cc1	11	4	-0.1	-10	2	8	89	-0.2	-1
COc1cccc(-c2nc(CS(=O)CC(=O)NC3CC3)c(C)o2)c1 (stereo not given)	8	-2	-0.1	5	6	3	80	1.7	-1

Ordered by the number under GLD-1 RNA inh (low to high): some entries from above
Molecule | GLD-1 RNA inh
CCOc1ccc(C/C(O)=C2\C(=O)CC(C)(C)CC2=NCC(=O)O)cc1OCC | 3
COc1ccccc1NC(=O)CSc1nnc(-c2ccoc2C)n1CC1CCCO1 (stereo not given) | 7
CCCn1c(N)c(C(=O)CSc2nnc(N)s2)c(=O)[nH]c1=O | 9

More compounds follow.
SMILES	MCL1 BIM primary	GLD-1 RNA inh	Efflux pump mplx	EBNA-1 inhibitor	ZTA counter	BCLXL inh	CR mimetic SO	MEX-5 binding	Fam108B counter
N#Cc1ccc(-c2csc(NC(=O)c3ccc(S(=O)(=O)N4CCc5ccccc5C4)cc3)n2)cc1	-3	-1	0.1	-6	-17	0	109	-2.7	-12
C/C=C/c1ccc(OCCCCN2CCC(C)CC2)c(OC)c1	3	10	0.1	3	-8	3	110	-1.6	-2
O=C(NC(=S)Nc1ccccc1O)c1ccc(-c2ccc(Cl)cc2)o1	6	1	0.3	1	15	-2	96	-0.8	1
CCN1CCN(CC(=O)Nc2ccccc2)C(=O)C1=O	3	-2	-0.2	7	5	3	105	2.7	3
CCC(=O)Nc1cccc(-c2cc3ccccc3oc2=O)c1	2	-5	-0.1	9	-1	3	97	-0.8	2
COc1ccc(-c2n[nH]c(=S)n2-c2ccc(C)cc2)cc1	-7	3	-0.2	8	-27	-5	92	0.1	1
COc1ccc(S(=O)(=O)Nc2cc(C)on2)cc1NC(C)=O	7	6	0.0	/	6	4	112	/	/
Cc1noc(/C=C/N(C)C)c1S(=O)(=O)NC1CCCCC1	-35	-51	-0.1	-6	-16	-19	96	3.6	6
Clc1cccc(-c2sc(Nc3ccccc3)n[n+]2-c2ccccc2)c1Cl	5	9	-0.1	4	8	9	96	1.9	-2
COc1ccc(C(=O)Nc2ccc(N3CCN(C(C)=O)CC3)cc2)cc1[N+](=O)[O-]	7	-2	0.0	4	6	7	93	-1.0	-1
O=C(c1cnn2c(C(F)(F)F)cc(-c3ccc4c(c3)OCO4)nc12)N1CCCC1	-11	1	-0.1	-8	14	-6	108	0.6	2
CCn1ccc(C(=O)Nc2ccccc2SC)n1	3	4	-0.1	13	0	3	86	2.9	2
CN(C)S(=O)(=O)c1ccc(N2CCCC2)c(C(=O)NNC(=O)COc2cccc(F)c2)c1	5	-3	-0.1	/	-2	8	96	/	/
Oc1ccccc1/C=N/c1c(-c2ccco2)nc2ccccn12	23	14	-0.1	-7	-7	24	110	-1.1	5
Fc1cccc(C[n+]2csc3ccccc32)c1	7	6	0.0	-2	0	2	73	0.4	-3
Cc1ccc(S(=O)(=O)NC(=NC(Cc2ccccc2)C(=O)O)c2ccccc2)cc1 (stereo not given)	3	3	-0.3	3	12	2	107	-1.0	7
O=C(CSCc1c(Cl)cccc1Cl)Nc1nccs1	-3	3	0.1	9	-10	0	90	-2.3	0
CCCC(=O)Nc1ccc(-c2cnc(-c3ccc(NC(=O)CCC)cc3)nc2)cc1	3	0	0.2	-8	-5	2	100	0.6	3
Cc1cc(C(=O)CSc2nnc(-c3ccccc3F)o2)c(C)n1Cc1cccs1	6	0	0.1	-6	-7	11	92	2.5	-4
CCN(c1ccccc1)S(=O)(=O)c1ccc(OC)c(NC(=O)CCc2nc3ccccc3c(=O)[nH]2)c1	-11	2	0.1	15	-3	-4	99	-5.5	-1
Cc1cc(C)c2oc(C(=O)Nc3nnc(C(C)C)s3)cc(=O)c2c1	4	5	0.0	11	12	4	123	1.9	1
Cc1cc(=O)n2nc(N3CCCC3C(=O)NCCCN3CCCCC3)sc2n1 (stereo not given)	-3	4	0.1	12	-5	-1	90	1.7	-5
CCN1CCN(C(=O)c2cc3cc4cc(OC)ccc4nc3s2)CC1	-2	2	0.6	-6	-1	-2	107	-0.2	0
Cc1cc(C)c(C(=O)N(C)C2CCCN(Cc3ccccc3F)C2)o1 (stereo not given)	8	-4	0.0	2	0	6	74	-1.4	4
CCN(C(=O)CSc1nc2ccc(OC)cc2[nH]1)C1CCS(=O)(=O)C1 (stereo not given)	-1	-6	0.1	3	6	1	85	0.2	0
COc1ccc(N2CC(C(=O)NCCC3=CCCCC3)CC2=O)cc1 (stereo not given)	2	8	0.1	6	5	3	106	-2.3	-6
CCOc1ccc(NC(=O)CCNS(=O)(=O)c2ccc3c(c2)oc(=O)n3C)cc1	-1	3	0.0	0	-4	-2	91	0.6	0
CC(C)Cc1nnc(NC(=O)CSc2nc(=O)cc(N)n2-c2ccccc2)s1	-4	8	0.0	3	-3	3	99	1.5	1
CSCC(=O)NCC1(N(C)Cc2ccccc2)Cc2ccccc2C1	0	2	0.1	-7	1	1	108	-3.4	-2
O=C(/C=C/c1ccccc1Cl)c1cccnc1	-5	1	0.2	-18	0	-3	87	2.6	-2
COc1ccc(OC)c(/C=N/NC(=O)c2cc3c(OC)cc(OC)cc3[nH]2)c1	5	2	-0.1	-7	-3	10	92	1.9	10
O=C(NN=C1CCCC1)c1ccccc1OCCOc1ccccc1	0	5	-0.1	-10	5	3	91	1.0	-1
COc1c2ccoc2c(OC[C@@H](OC(C)=O)C(C)(C)O)c2oc(=O)ccc12	7	1	-0.1	/	-12	3	99	/	/
Cc1ccc(NS(=O)(=O)c2ccc(C(=O)N3CCN(c4ccccn4)CC3)cc2)cc1	0	-9	0.3	2	-4	1	93	1.1	4
COc1ccc(CCNC(=O)c2ccc(CN3CCOCC3)cc2)cc1	-1	0	0.0	-4	-13	3	101	-1.1	0
O=[N+]([O-])c1ccc(S(=O)(=O)N2CCN=C2SCc2ccc(F)cc2)cc1	7	4	-0.1	3	-5	5	96	3.7	4
Clc1ccc(-n2nnnc2Sc2ncnc3sccc23)cc1	-2	-9	0.0	-6	-3	-2	147	2.9	-9
CCc1ccc(OCC(=O)Nc2cccc3nsnc23)cc1	12	7	-0.1	-12	2	5	110	-3.2	0
CCN(CC)C(=O)C1CCN(S(=O)(=O)c2c(C)noc2/C=C/c2cccc(C)c2)CC1	3	2	0.1	2	-9	4	101	2.2	-2

No enrichment for hits; overall some 2.3% were active at least once.
